HCMV inh = human cytomegalovirus inhibition; 410,000 compounds, 4.5% hits; HFF cells, HCMV-luciferase reporter, 72 h; active compounds read low; activity change, negative = inhibition, % at 57.5 µM; in the data active means activity change below about -60%; inconclusive means no clear call, values can overlap the other calls; inactive means above about -39%
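Cell-based, HFFs, 1000 cells/well, 16 h 37C; cpds in DMSO + HCMV-luc, MOI 1 PFU/cell; 72 h 37C; OneGlo luminescence after 5 min RT; norm. to buffer vs Salinomycin 10uM.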
Sm TGR inh = inhibitors of Schistosoma mansoni thioredoxin glutathione reductase | AID 485364 | purified TGR, DTNB reduction, TNB absorbance 405 nm | 360,000 compounds, 3% hits | Potency, µM (highest dose often 114 µM), inactives show at the top dose activity change, negative = inhibition, actives largely listed as inhibitors; further: potency means the concentration at half of the fitted maximal effect; nearly all actives have a fitted effect of over 60% in size
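First, TGR (20 nM dispensed) and NADPH were mixed with compound. Second, a 15 min room-temperature incubation followed. Third, further NADPH and then DTNB were added to start the reaction. Finally, TNB absorbance was monitored kinetically.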
AmpC detergent = blocks E. coli AmpC beta-lactamase in detergent assay; P00811; AmpC hydrolysis of nitrocefin, absorbance 480 nm, 0.01% Triton; Potency, µM (titrated, usually from 114 µM), for inactives: at the highest dose activity change, negative = inhibition, hits mostly inhibitors; 370,000 compounds, 0.041% hits; AID 485294;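 further: potency means the concentration at half of the fitted maximal effect; 0% = no-compound wells and -100% = no-enzyme wells; nearly all actives have a fitted effect of over 25% in size; some results filed as inactive show a strong effect at the top dose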
Target sequence (P00811 whole entry, looked up): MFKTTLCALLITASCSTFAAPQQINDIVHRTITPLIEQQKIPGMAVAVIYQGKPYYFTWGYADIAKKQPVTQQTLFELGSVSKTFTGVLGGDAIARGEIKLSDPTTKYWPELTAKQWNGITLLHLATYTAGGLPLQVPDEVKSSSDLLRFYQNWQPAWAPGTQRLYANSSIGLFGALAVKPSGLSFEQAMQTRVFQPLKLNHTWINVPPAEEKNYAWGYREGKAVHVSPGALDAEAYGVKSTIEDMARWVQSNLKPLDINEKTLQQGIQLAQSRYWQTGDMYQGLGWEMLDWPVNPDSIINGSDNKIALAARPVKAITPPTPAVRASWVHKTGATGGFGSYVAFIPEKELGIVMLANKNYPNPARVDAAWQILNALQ
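AmpC (5.3 nM in the dispensed reagent) in 20 mM phosphate pH 7.0 with 0.01% (detergent screen) or 0.0001% Triton X-100 was preincubated with compounds for 15 min at room temperature. Nitrocefin was then added from an 800 uM solution, and hydrolysis was followed at 480 nm.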
AmpC inh no detg = inhibitors of E. coli AmpC beta-lactamase without detergent. P00811. AmpC nitrocefin hydrolysis, absorbance 480 nm, 0.0001% Triton. Potency, µM (highest dose often 57.1 µM), for the others: at the highest dose activity change, negative = inhibition, actives largely listed as inhibitors. 330,000 compounds, 0.52% hits. AID 485341;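 further: potency means the concentration at half of the fitted maximal effect; plate controls were no compound for no effect and no enzyme for full effect; nearly all actives have a fitted effect of over 20% in size; some results filed as inactive show a strong effect at the top dose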
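AmpC (5.3 nM in the dispensed reagent) in 20 mM phosphate pH 7.0 with 0.01% (detergent screen) or 0.0001% Triton X-100 was preincubated with compounds for 15 min at room temperature. Nitrocefin was then added from an 800 uM solution, and hydrolysis was followed at 480 nm.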
AMA1-RON2 inh = disrupts binding of P. falciparum AMA1 to RON2; AlphaScreen AMA1-biotinylated RON2 peptide binding; Potency, µM (doses to about 58.2 µM), for inactives: at the highest dose activity change, negative = inhibition, hits mostly inhibitors; 360,000 compounds, 0.2% hits;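 further: potency means the concentration at half of the fitted maximal effect; 0% = vehicle wells and -100% = peptide control; nearly all actives have a fitted effect of over 45% in size; some results filed as inactive show a strong effect at the top dose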
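AMA1 (3D7) with his tag at 25 nM final met compounds first, then biotinylated RON2 peptide at 25 nM; detection used donor plus acceptor beads, 10 µg/mL apiece, read by AlphaScreen after 30 min at room temperature.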
Tb PYK inh = T. brucei pyruvate kinase inhibition. TbPYK enzyme, Kinase-Glo Plus ATP luminescence, 45 min. Potency, µM (series often up to 76.8 µM), for the others: at the highest dose activity, negative = inhibition, actives largely listed as inhibitors. 410,000 compounds, 0.12% hits. Q57TT1. AID 624173; further: potency means the concentration at half of the fitted maximal effect; nearly all actives have a fitted effect of over 50% in size
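Luminescence from Kinase-Glo Plus, added after a 45-minute room-temperature reaction, served as the end-point read-out. The enzyme and substrate were preincubated with compound before ADP (130 uM final) initiated turnover. Concentration-effect curves came from normalized qHTS data.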
LmPK inh = inhibitors of Leishmania mexicana pyruvate kinase; 290,000 compounds, 0.37% hits; purified LmPK, Kinase-Glo ATP luminescence, 1 h; Potency, µM (titrated, usually from 57.5 µM), inactives show top-dose activity change, negative = inhibition, usual class: inhibitors; AID 1721; further: potency means the concentration at half of the fitted maximal effect
Target sequence (Q27686 whole entry, looked up): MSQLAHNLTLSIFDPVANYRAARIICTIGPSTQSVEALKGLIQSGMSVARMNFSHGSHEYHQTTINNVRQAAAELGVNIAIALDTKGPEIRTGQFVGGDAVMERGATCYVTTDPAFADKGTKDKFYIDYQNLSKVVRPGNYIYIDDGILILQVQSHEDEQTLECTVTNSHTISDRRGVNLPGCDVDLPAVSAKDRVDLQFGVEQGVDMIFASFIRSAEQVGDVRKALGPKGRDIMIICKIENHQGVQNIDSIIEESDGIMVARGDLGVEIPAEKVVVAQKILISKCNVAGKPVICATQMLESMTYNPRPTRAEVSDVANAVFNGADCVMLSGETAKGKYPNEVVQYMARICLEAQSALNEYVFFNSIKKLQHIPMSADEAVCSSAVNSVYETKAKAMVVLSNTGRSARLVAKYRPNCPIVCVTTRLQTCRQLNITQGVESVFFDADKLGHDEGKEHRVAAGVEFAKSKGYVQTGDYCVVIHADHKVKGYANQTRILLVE
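Screened at intermediate enzyme activity to detect both inhibitors and activators: LmPK at 0.1 nM, with a 0.5 nM enzyme column as activation reference. PEP 0.5 mM, ADP 0.1 mM; ATP detected by luminescence after 1 h.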
The depositor's hits bear a star; ? = inconclusive; . = no result given; [ ] = another dose, or the depositor's remark. Unless noted, the call rests on the fitted dose curve; in most records, active means well fitted curve in the direction sought with a large enough effect; inconclusive means small, poorly fitted or top-dose-only effect, or another doubt; inactive means no such curve, though single readings can be large; an effect the other way counts as inactive or inconclusive. Unless noted, on the % scale 0 is the no-effect control and ±100 the full control effect.

SMILES	HCMV inh	Sm TGR inh	AmpC detergent	AmpC inh no detg	AMA1-RON2 inh	Tb PYK inh	LmPK inh
COc1ccc(CN=C2NC(=O)CC(C(=O)Nc3ccc(F)cc3)S2)cc1 (stereo not given)	17	-17%	-2%	-5%	0%	-11%	2%
Cc1ccc(C(=O)c2cn(Cc3ccccc3)c3cc4c(cc3c2=O)OCCO4)cc1	?	1%	19%	.	.	1%	.
Cc1cc(C(F)(F)F)n2ncc(-c3cccc(Br)c3)c2n1	-36	79%[activator]	4%	-24%	-2%	3%	-2%
CN(CC(=O)Nc1ccc(F)cc1)C(=O)c1cc2c(s1)CCCCC2	-26	-8%	-13%	?	-4%	-6%	.
Cc1ccc2nc(C)c(C(=O)NN=C3CCCCCC3)n2c1	12	2%	3%	-22%	69%[activator]	3%	-7%
COc1cccc(CNC(=O)CN2C(=O)N(c3cccc(Cl)c3)S(=O)(=O)c3ccccc32)c1OC	?	6%	7%	.	.	1%	.
Cc1c(C(=O)NCc2ccccc2)c(-c2ccccc2)nn1-c1ccccc1	-5	0%	?	-13%	0%	5%	0%
C#CCN(C[C@H]1[C@H](OC(=O)Nc2cccs2)[C@H](OC(=O)Nc2cccs2)C[C@H]2C(=O)N(c3ccccc3)C(=O)[C@@H]12)S(=O)(=O)c1ccc(C)cc1	-9	.	.	.	-9%	-4%	.
O=C(Cn1c(=O)[nH]c2ccsc2c1=O)NC1CCCCC1	1	3%	1%	-6%	9%	.	-3%
CCCS(=O)(=O)c1nc(C)cc(C)c1S(C)(=O)=O	?	-12%	?	-11%	5%	0%	0%
O=C(CSc1ncc(S(=O)(=O)c2ccc(Br)cc2)c(=O)[nH]1)Nc1ccc2c(c1)OCCO2	4	-3%	21%	.	.	-6%	.
O=[N+]([O-])c1cc(C(F)(F)F)ccc1Sc1ccc2ccccc2n1	-25	9%	-8%	-51%	?	-12%	0%
CC(C)(C)OC(=O)C[C@@H]1C/C=C\C[C@H](CC(=O)N[C@H](CO)Cc2ccccc2)C(=O)N[C@H](C(C)(C)C)COC1=O	-11	.	.	216%[activator]	-7%	6%	.
O=C(CNC(=O)c1ccc(F)cc1)OCc1cc(=O)n2nc(C3CC3)sc2n1	9	-7%	12%	.	.	-3%	.
COc1cccc(NC(=O)Nc2nnc(N3C(C)CCCC3C)s2)c1 (stereo not given)	-37	-6%	0%	-27%	2%	3%	1%
Cc1ccc2c(c1)NC(=O)C(CC(=O)NCc1cccnc1)O2 (stereo not given)	-3	-2%	-17%	-24%	12%	-7%	-4%
O=C(CSc1nc2ccccc2s1)NCc1cc([N+](=O)[O-])ccc1O	4	-7%	?	-30%	2%	-6%	.
Cc1nn(C)c(C)c1NC(=O)Nc1cccc(C(F)(F)F)c1	-19	12%	-12%	-5%	-16%	-5%	2%
C/C(=N\NC(=O)c1cccc([N+](=O)[O-])c1)c1cccc(NC(=O)C2CC2)c1	-11	11%	2%	-27%	37%[activator]	2%	-6%
COc1cccc(OCC(=O)NCCS(=O)(=O)N2CCN(c3ccccc3F)CC2)c1	-17	-8%	1%	.	.	-2%	.
COC(=O)Cc1cc(=O)oc2cc(O)ccc12	4	-5%	-5%	-15%	3%	2%	-2%
COc1ccc(OC)c(-c2cc(C(=O)Nc3cc(C)n(Cc4ccc(Cl)cc4)n3)no2)c1	9	1%	-6%	-13%	4%	-15%	3%
COc1ccc(OC)c(/C=N/N(CCC#N)C2=NS(=O)(=O)c3ccccc32)c1	-3	16%	-8%	-9%	0%	4%	2%
COc1ccc(CCNC(=O)COC(=O)CSc2ccc(C(N)=O)cc2[N+](=O)[O-])cc1OC	27	.	.	.	2%	0%	.
COc1ccc(-c2csc(NC(=O)CN3C(=O)C4CC=CCC4C3=O)n2)cc1 (stereo not given)	-15	5%	5%	-16%	-2%	-1%	.

Remaining list, next part
SMILES	HCMV inh	Sm TGR inh	AmpC detergent	AmpC inh no detg	AMA1-RON2 inh	Tb PYK inh	LmPK inh
CCC(C)NC(=O)CSc1nnc(-c2ccoc2C)n1CC1CCCO1 (stereo not given)	30	10%	-8%	-12%	42%[activator]	-5%	2%
CN(C(=O)CSc1ccncc1)C1CCCN(Cc2ccccc2F)C1 (stereo not given)	-22	-7%	-3%	0%	1%	9%	0%
COc1cccc(C(c2c(O)nc(SC)n(C)c2=O)c2c(O)nc(SC)n(C)c2=O)c1	-16	7.1µM*	2%	-24%	2%	-7%	1%
Cc1nn(C)cc1C(=O)NNC(=S)Nc1ccc(Cl)cc1	33	16%	-9%	-22%	95%[activator]	-11%	-6%
COc1ccc(NC(=O)Cn2c(C)csc2=O)c(OC)c1	3	-3%	?	-7%	1%	-11%	.
CCOC(=O)c1ccc(NC(=O)N2C[C@@H]3C[C@@H](C2)c2cccc(=O)n2C3)cc1	-1	-22%	?	-3%	0%	2%	-11%
Cc1ccccc1Nc1nc(-c2ccccc2)c(C(=O)Nc2cccnc2)s1	-23	6%	-9%	-29%	-7%	3%	8%
Cn1c(SCc2nc(-c3ccccc3)no2)nnc1-c1ccco1	-10	7%	-1%	-7%	-6%	-4%	-6%
CCn1cc(C(=O)N2CCCC2)c(=O)c2cc(S(=O)(=O)N3CCC(C)CC3)ccc21	-31	-5%	1%	12%	-6%	0%	-3%
Cc1cc(C)cc(-n2c(C)nc3cc(C(=O)NCc4ccc(F)cc4)ccc32)c1	-20	4%	-6%	.	.	-1%	.
Cc1cc(C)c2nc(NC(=O)C3CCCO3)sc2c1 (stereo not given)	101	6%	0%	14%	0%	-9%	9%
Cc1ccc([N+](=O)[O-])c(OCCN2CCNCC2)c1	-30	-21%	1%	-23%	?	30%	-12%
CCOC(=O)C1=NNC(C(=O)c2ccccc2)C1c1ccc(C)cc1 (stereo not given)	-28	3%	7%	-9%	-5%	3%	4%
CCn1c2ccc(C)cc2c2nc3cc(C(=O)O)ccc3nc21	89	-1%	-6%	-22%	0%	-11%	-11%
COc1c2ccoc2nc2c(OC)cccc12	10	2%	-9%	-30%	1%	3%	4%
COc1ccc(C(C)NC(=S)NC2CCCC2)cc1OC (stereo not given)	-33	-3%	-5%	-17%	4%	-6%	8%
CC(=O)N[C@@H]1c2c(ccc3ccccc23)OC[C@@H]1COC(C)=O	0	-2%	?	-4%	0%	1%	-5%
CCc1cc(=O)n2[nH]c(-c3ccccc3)c(-c3ccccc3)c2n1	?	-8%	-8%	-33%	1%	3%	3%
O=C(c1ccc(Br)cc1)c1cc([N+](=O)[O-])ccc1N1CCOCC1	-23	45%[activator]	-3%	7%	-13%	-3%	1%
CN(C(=O)CN1C(=O)NC2(CCc3ccccc32)C1=O)C1CCS(=O)(=O)C1 (stereo not given)	-15	-5%	4%	15%	-7%	-4%	.
CCc1ccc(NC2=CC(=O)C(=O)c3ccccc32)cc1	-14	-16%	-5%	-25%	-7%	-9%	.
COc1cc(CNCCCN2CCOCC2)cc(Cl)c1OCC(=O)NC(C)(C)C	-32	8%	7%	22%	-13%	1%	0%
Cc1c(OCc2ccccc2)c(=O)ccn1Cc1ccc(F)cc1	-25	4%	-1%	68%[activator]	3%	-4%	1%
O=C(CC1C(=O)NC2CCCCC2N1C(=O)c1ccc([N+](=O)[O-])cc1)Nc1ccccc1 (stereo not given)	-2	.	3%	-3%	-7%	0%	4%
CC(=O)Nc1ccccc1-c1nnc(SCc2ccccc2Cl)[nH]c1=O	31	-1%	-3%	-25%	-4%	.	8%

Structural class: the compounds so far with a Cl atom (five)
SMILES	HCMV inh	Sm TGR inh	AmpC detergent	AmpC inh no detg	AMA1-RON2 inh	Tb PYK inh	LmPK inh
COc1cccc(CNC(=O)CN2C(=O)N(c3cccc(Cl)c3)S(=O)(=O)c3ccccc32)c1OC	?	6%	7%	.	.	1%	.
COc1ccc(OC)c(-c2cc(C(=O)Nc3cc(C)n(Cc4ccc(Cl)cc4)n3)no2)c1	9	1%	-6%	-13%	4%	-15%	3%
Cc1nn(C)cc1C(=O)NNC(=S)Nc1ccc(Cl)cc1	33	16%	-9%	-22%	95%[activator]	-11%	-6%
COc1cc(CNCCCN2CCOCC2)cc(Cl)c1OCC(=O)NC(C)(C)C	-32	8%	7%	22%	-13%	1%	0%
CC(=O)Nc1ccccc1-c1nnc(SCc2ccccc2Cl)[nH]c1=O	31	-1%	-3%	-25%	-4%	.	8%

(list continues)
SMILES	HCMV inh	Sm TGR inh	AmpC detergent	AmpC inh no detg	AMA1-RON2 inh	Tb PYK inh	LmPK inh
Cc1oc(-c2ccc(Cl)cc2)cc1C(=O)N1CCC1(C)C(=O)O (stereo not given)	71	.	.	.	1%	-10%	.
CC1(C)N2CC3([N+](=O)[O-])CN1CC([N+](=O)[O-])(C2)C3	36	2%	1%	-2%	30%	1%	0%
CS(=O)(=O)c1ccc(-c2nnc(NC(=O)c3ccco3)o2)cc1	-7	1%	-22%	-3%	56%[activator]	2%	.
CCOC(=O)CCCCC(=O)c1[nH]c(=O)[nH]c1CSc1nnc2c3ccccc3n(C(C)C)c2n1	?	-15%	?	81%[activator]	41%[activator]	-16%	-2%
CC(=O)C1=C(C)OC(N)=C(C#N)C1c1ccco1 (stereo not given)	0	13µM*	0%	-15%	25%	-13%	17%
CCOC(=O)N1CCC(=NNc2ccc(S(N)(=O)=O)cc2[N+](=O)[O-])CC1	-33	2%	-3%	-32%	-3%	-9%	-1%
COc1ccc(Cn2c(CCC(=O)NCc3cccc(Cl)c3)nc3cccnc32)cc1	-37	-1%	?	.	.	3%	.
O=C(NCC(F)(F)F)c1ccc(S(=O)(=O)NCCc2ccc3c(c2)OCCO3)cc1	-6	.	.	.	-3%	1%	.
COC(=O)c1cc(OC)c(OC)cc1NC(=O)c1cccc(OC)c1OC	?	5%	?	132%	6%	-7%	0%
COc1ccccc1CN1CC(C(=O)N(C)CCCn2nc(C)cc2C)CCC1=O (stereo not given)	19	6%	1%	7%	15%	-17%	-6%
CC1CCc2c(nc3nc[nH]n3c2=O)C1 (stereo not given)	6	3%	0%	-8%	3%	0%	17%
CC(C)(C)c1ccc(C(=O)/C=C2\NC(=O)CS2)cc1	65	-7%	2%	-36%	15%	-13%	0%
Cc1ccc(COc2ccc3c(c2)OCO3)cc1	-7	9%	3%	-22%	?	-5%	-11%
S=C(NC1CCCC1)N1CCN(c2ccccn2)CC1	-62*	8%	0%	-4%	10%	-11%	-10%
CCc1nc2ccccc2n1CCCCOc1ccc(C)cc1	?	1%	18%	.	.	0%	.
